GPR151 ag – activators of human GPR151, primary screen, cell-based, PathHunter beta-arrestin, luminescence. G-protein coupled receptor 151 (Homo sapiens), Q8TDV0. PathHunter beta-arrestin GPR151 cells. activation, % at 11.2 µM. 1% of 650,000 active; in the data active = activation above about 4.9%;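 note: 0% = median of compound wells and 100% = cells with positive control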
TEAD-YAP block – TEAD-YAP interaction inhibition, primary screen, TEAD-YAP interaction inhibitor project, luminescence, HEK-TIYL cells; TEAD-Gal4/YAP UAS-luciferase luminescence; inhibition, % at 9.12 µM; 1.4% of 640,000 active; in the data active = inhibition above about 32%;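 note: 0% = median of test compound wells and 100% = reference inhibitor wells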
FBW7 act – FBW7 E3 ligase activators, primary screen, biochemical, AlphaScreen, human. F-box/WD repeat-containing protein 7 (Homo sapiens), Q969H0. AlphaScreen FBW7–phospho-cyclin E peptide binding, activator screen. normalized activity (activation), % at 26.1 µM. 0.13% of 650,000 active. AID 1259310, 2017; in the data active = normalized activity above about 1.9%;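 note: purified mutant Fbw7 with reduced substrate affinity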
Target sequence (Q969H0 whole entry, looked up): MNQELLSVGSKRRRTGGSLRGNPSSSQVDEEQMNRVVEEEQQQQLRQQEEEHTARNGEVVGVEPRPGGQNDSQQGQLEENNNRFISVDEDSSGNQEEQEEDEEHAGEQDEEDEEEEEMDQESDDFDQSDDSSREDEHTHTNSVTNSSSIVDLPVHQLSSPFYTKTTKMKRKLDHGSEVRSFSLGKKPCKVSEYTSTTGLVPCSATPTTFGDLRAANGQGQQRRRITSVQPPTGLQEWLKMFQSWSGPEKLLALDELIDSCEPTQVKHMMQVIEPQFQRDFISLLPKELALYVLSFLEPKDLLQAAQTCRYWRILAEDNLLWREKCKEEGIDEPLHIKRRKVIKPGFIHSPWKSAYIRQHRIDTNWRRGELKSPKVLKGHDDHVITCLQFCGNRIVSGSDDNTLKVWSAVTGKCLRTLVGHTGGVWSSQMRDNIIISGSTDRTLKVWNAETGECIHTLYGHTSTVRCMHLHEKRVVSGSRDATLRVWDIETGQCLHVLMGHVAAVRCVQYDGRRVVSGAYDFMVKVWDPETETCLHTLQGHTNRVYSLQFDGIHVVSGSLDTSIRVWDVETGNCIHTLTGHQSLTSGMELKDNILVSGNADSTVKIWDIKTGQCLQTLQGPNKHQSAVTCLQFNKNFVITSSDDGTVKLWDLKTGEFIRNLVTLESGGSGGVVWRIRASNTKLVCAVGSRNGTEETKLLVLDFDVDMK
MITF primary – MITF inhibitors, primary screen, biochemical, AlphaScreen, human; Microphthalmia-associated transcription factor (Homo sapiens), O75030; AlphaScreen MITF homodimerization, bead proximity signal; inhibition, % at 2.6 µM; 0.91% of 650,000 active; in the data active = inhibition above about 50%;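 note: 0% = vehicle wells with protein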
Numbers without * were called inactive. The order is random. About 3.4% of those tested had a hit in this group.

(1) O=C(NC1(C(F)(F)F)NC(=O)N(c2ccccc2)C1=O)c1ccc(F)cc1 (centres undefined)
(2) Cc1onc(-c2ccccc2)c1C(=O)Nc1ccccc1C(C)C
(3) CCN1C(=O)c2cccc3c(S(=O)(=O)NN4CCN(C)CC4)ccc1c23
(4) CCOC(=O)C1=C(c2ccccc2)N=c2s/c(=C\c3cn(CCOc4ccc(OC)cc4)c4ccccc34)c(=O)n2C1c1cccs1 (centres undefined)
(5) C=CCc1ccccc1C(=O)N/N=C/c1cccnc1
(6) O=C(Cn1ccc([N+](=O)[O-])n1)NCc1cccs1
(7) CCNC(=S)NNC(=O)C(c1ccccc1)c1ccccc1
(8) CCOC(CNC(=O)c1cc2c(s1)CS(=O)(=O)C2)OCC

assay / compound,1,2,3,4,5,6,7,8
GPR151 ag,-1.2,0.5,-0.2,2.4,0.0,1.5,-1.3,-1.4
TEAD-YAP block,15,4,3,5,-8,-15,1,0
FBW7 act,-0.1,0.1,-0.1,0.1,0.1,-0.1,0.6,0.2
MITF primary,-1,-14,12,-15,0,0,28,-10

(9) CCCC(=O)Nc1ccc(OC(C)C)cc1
(10) COc1ccccc1N1CCN(c2ncnc3sc(C(=O)NC(C)C)c(C)c23)CC1
(11) N#CCc1ccc(NC(=O)C2(c3ccc([N+](=O)[O-])cc3)CCCC2)cc1
(12) O=C(NC(=S)Nc1ccccc1)c1ccc([N+](=O)[O-])cc1
(13) CCCCNCCCOc1cc(C)cc(C)c1
(14) Cc1[nH]c2ccccc2c1C(=O)/C=C/C(=O)O
(15) O=C(O)c1ccc(Cl)c(S(=O)(=O)NCc2ccccc2)c1
(16) CC1CN(CC(=O)Nc2ccc(C#N)cc2)CC(C)O1 (centres undefined)

assay / compound,9,10,11,12,13,14,15,16
GPR151 ag,-0.1,-0.1,1.1,-1.1,-0.1,-0.3,1.5,-1.1
TEAD-YAP block,-21,5,-5,-51,1,6,-3,4
FBW7 act,0.2,0.3,0.0,-0.2,-0.1,0.0,0.0,-0.1
MITF primary,-11,18,9,18,-9,2,5,-5

(17) Cc1nnc(SCC(=O)Nc2cccc(NC(=O)CSc3nnc(C)c(=O)[nH]3)n2)[nH]c1=O
(18) O=C(c1ccc(F)cc1)n1sc(=O)c2ccccc21
(19) Cc1c(C(=O)Nc2ccc(Cl)cn2)sc2ncn(CC(=O)N3CCOCC3)c(=O)c12
(20) O=C1CCCN1CCn1cnc2c(NCc3nc4ccccc4[nH]3)nc(Cl)nc21
(21) CCC(NC(=O)c1cc(C)oc1C)c1ccccc1 (centres undefined)
(22) CC(=O)c1c(C)oc2c(Cl)cc(NS(=O)(=O)c3ccc(Br)cc3)cc12
(23) COc1ccc(C2=NN(C(=O)CSc3nnc(CNC(=O)c4ccc(OC)c(OC)c4)n3C)C(c3ccc(OC)cc3)C2)cc1 (centres undefined)
(24) O=C(c1ccccc1)N1CCN(CC(O)COc2ccccc2)CC1 (centres undefined)

assay / compound,17,18,19,20,21,22,23,24
GPR151 ag,-0.6,-9.8,0.0,-0.4,4.5,0.2,0.1,-0.7
TEAD-YAP block,3,-33,-12,4,11,-1,11,0
FBW7 act,-0.1,0.2,-0.1,-0.1,0.2,-0.1,0.0,0.0
MITF primary,-9,28,2,-3,11,2,-2,0

(25) CN(Cc1ccccc1)Cc1c(O)ccc2c(=O)c(Oc3ccc(-c4ccccc4)cc3)coc12
(26) Cc1cc(NCCc2ccc(O)cc2)nc(-c2cccs2)n1
(27) CC1CCCC(C)N1C(=O)c1cc2ccccc2oc1=O (centres undefined)
(28) CC1=C(C#N)C(c2ccccc2[N+](=O)[O-])C2=C(CC(C)(C)CC2=O)N1 (centres undefined)
(29) Cc1cccc(OCC(=O)N2CCOCC2)c1
(30) O=C(Nc1ccccc1F)Nc1c2ccccc2nc(=O)n1CC1CCCO1 (centres undefined)
(31) O=S(=O)(c1ccc(Cl)cc1)N1CCN=C1SCc1cccc(F)c1
(32) O=C1OC(/C=C/c2ccc(Cl)cc2)=NC/1=C/c1cccc(F)c1

assay / compound,25,26,27,28,29,30,31,32
GPR151 ag,-0.3,0.2,-0.6,-0.1,-1.9,0.8,2.2,-1.3
TEAD-YAP block,-1,-8,-15,5,-38,4,3,-5
FBW7 act,0.2,0.2,-0.1,-0.4,-0.1,-0.1,0.2,-0.1
MITF primary,-11,21,12,-10,-6,0,-1,7

(33) Nc1ccccc1C(=O)Oc1ccc(Cl)cc1
(34) COC(=O)CC1(O)C(=O)C=C(c2ccccc2)N1c1ccc([N+](=O)[O-])cc1N (centres undefined)
(35) C/C(=N\Nc1nncc(-c2ccccc2)n1)c1ccc(C)o1
(36) COc1ccc(NC(=O)CS(=O)CC(=O)Nc2ccc(N3CCOCC3)cc2)cc1 (centres undefined)
(37) CCOC(=O)c1ccccc1NS(=O)(=O)c1c(F)cc(F)c(Cl)c1F
(38) COc1ccc([N+](=O)[O-])cc1NC(=O)C(C)Oc1ccc(Br)cc1 (centres undefined)
(39) O=C1NCCN(CC2CCCCC2)C1CC(=O)N1CCN(C2CCCC2)C(=O)C1 (centres undefined)
(40) COc1ccc(-c2c(C(F)(F)F)oc3cc(OC(=O)c4ccncc4)ccc3c2=O)cc1OC

assay / compound,33,34,35,36,37,38,39,40
GPR151 ag,0.9,0.8,-0.6,-1.0,-3.1,-0.4,-0.2,-0.1
TEAD-YAP block,1,-33,-11,1,13,-4,12,2
FBW7 act,0.1,0.0,-0.3,0.8,0.0,-0.2,0.1,0.2
MITF primary,6,11,14,29,-3,39,-1,-2

(41) Cc1nc2c(ccc3nc(NC(=O)c4c(F)cccc4F)sc32)s1
(42) O=[N+]([O-])c1ccccc1N1CCN(S(=O)(=O)c2ccc(F)cc2)CC1
(43) CCN(CC)c1ccc2cc(Cl)c(=O)oc2c1
(44) O=C(Nc1ccc2c(c1)OCO2)c1ccnc(Nc2ccc(N3CCOCC3)cc2)c1
(45) N#Cc1ccc(Oc2ccc(I)cc2)c([N+](=O)[O-])c1
(46) COCC(C)NC(=O)CCc1nnc(C2(c3ccc(Cl)cc3)CCC2)o1 (centres undefined)
(47) COc1ccc(CNc2ccc3c(c2)nc(C)n3Cc2ccccc2)cc1
(48) COC(=O)c1ccc(NC(=O)CC2C(=O)N(c3ccccc3)C(=S)N2Cc2ccccc2)cc1 (centres undefined)

assay / compound,41,42,43,44,45,46,47,48
GPR151 ag,0.8,-0.1,0.0,0.4,4.5,0.2,-0.8,-0.7
TEAD-YAP block,-16,5,-14,-11,1,-34,-8,1
FBW7 act,0.3,-0.1,1.1,0.0,-0.3,0.1,-0.5,0.2
MITF primary,-17,13,-27,3,-4,6,2,14

(49) O=C1C2CCCN2S(=O)(=O)c2ccccc2N1CCN1CCCCC1 (centres undefined)
(50) CCC(=O)Nc1nnc(-c2ccc(OC)cc2)o1
(51) O=C(CSc1ncnc2sc3c(c12)CCCC3)c1ccco1
(52) O=C(NC(Nc1cccnc1Cl)(C(F)(F)F)C(F)(F)F)c1ccccc1
(53) O=C(NCCc1ccc(O)cc1)c1cc(N2CCCC2CO)nc2ccccc12 (centres undefined)
(54) O=C(NCCc1ccccc1)c1ccc(N2CCCCC2)c([N+](=O)[O-])c1
(55) CCN(CC)C(=O)C(C)N(c1ccc(OC)cc1)S(C)(=O)=O (centres undefined)
(56) OCCN1CCN(c2ncnc3nc[nH]c23)CC1

assay / compound,49,50,51,52,53,54,55,56
GPR151 ag,-0.6,0.9,0.9,-1.5,-0.8,-0.8,-0.8,-0.7
TEAD-YAP block,-9,-4,-25,-7,6,-34,0,-10
FBW7 act,0.0,0.2,-0.1,0.0,0.2,-0.4,0.0,-0.1
MITF primary,0,7,-11,1,16,1,-7,-2

In a second layout: results already given.
Below each compound – GPR151 ag, TEAD-YAP block, FBW7 act, MITF primary
52	O=C(NC(Nc1cccnc1Cl)(C(F)(F)F)C(F)(F)F)c1ccccc1
 : -1.5, -7, 0.0, 1
53	O=C(NCCc1ccc(O)cc1)c1cc(N2CCCC2CO)nc2ccccc12 (centres undefined)
 : -0.8, 6, 0.2, 16
55	CCN(CC)C(=O)C(C)N(c1ccc(OC)cc1)S(C)(=O)=O (centres undefined)
 : -0.8, 0, 0.0, -7

The list goes on.
(57) COc1ccc(S(=O)(=O)N(Cc2ccccc2)Cc2nc(-c3ccccc3)no2)cc1
(58) CN(C(=O)CCN1C(=O)c2ccccc2C1=O)C1CCCCC1
(59) CCC(=O)NC(=S)Nc1ccc(S(=O)(=O)NC(C)C)cc1
(60) O=C(CSc1nc2ccccc2c(=O)n1C1CC1)N1CCN(c2ccccc2)CC1
(61) O=CNc1ccccc1Oc1ccccc1
(62) Cc1ccc2nc3c(cc(C(=O)NCc4cccnc4)c(=N)n3C3CCCCC3)c(=O)n2c1
(63) CCc1ccccc1NC(=O)COc1cc(C)cc(C)c1
(64) O=C(CSc1ccc(F)cc1)Nc1ccc(-c2ccn[nH]2)cc1

assay / compound,57,58,59,60,61,62,63,64
GPR151 ag,0.1,-0.1,-0.6,-0.5,0.0,-0.2,-1.4,-0.2
TEAD-YAP block,6,7,3,18,0,-12,1,-48
FBW7 act,0.5,0.0,0.4,0.1,0.0,0.0,0.0,0.2
MITF primary,18,1,21,23,-9,-5,8,5

(65) NC(=O)c1c(NC(=O)CNCc2cccs2)sc2c1CCCC2
(66) CCCNc1nc2c(c(=O)n(C)c(=O)n2C)n1CCCc1ccccc1
(67) COc1ccccc1NC(=O)C1=C(C)NC2=C(C(=O)CCC2)C1c1ccc(C)o1 (centres undefined)
(68) CC(=NCCCO)C1=C(O)c2ccccc2C1=O
(69) O=C1N(S(=O)(=O)c2ccc(Cl)cc2[N+](=O)[O-])c2ccccc2C12OCCO2
(70) COc1cc(NC(=O)CCc2c(C)nc3c4c(C)cc(C)nc4nn3c2C)cc(OC)c1
(71) CCn1cc(/C=C(\NC(=O)c2ccc(OC)cc2)C(=O)N2CCCC2)c2ccccc21
(72) CCN1CCN(S(=O)(=O)c2ccc(Cl)s2)CC1

assay / compound,65,66,67,68,69,70,71,72
GPR151 ag,-0.4,-1.5,-0.8,0.6,0.8,0.5,3.2,1.4
TEAD-YAP block,-24,4,2,-10,-1,0,3,0
FBW7 act,0.8,0.1,-0.2,0.0,-0.1,0.2,0.1,0.0
MITF primary,11,22,-5,-11,13,10,20,-2

(73) Cc1cc([N+](=O)[O-])ccc1NC(=O)Cc1ccc(F)cc1
(74) C/C=C/c1ccc(OCC(O)CNCc2ccc(OC)cc2)c(OC)c1 (centres undefined)
(75) COc1ccc(C(C)=O)cc1CSc1nc2c(sc(=S)n2CCc2ccccc2)c(=O)n1Cc1ccco1
(76) CNc1ccccc1C(=O)OCc1nnc(-c2ccccc2)o1
(77) COCCCNC(=O)/C(C#N)=C/c1c(Oc2ccc(Cl)cc2)nc2ccccn2c1=O
(78) c1ccc(CN2CCC(Nc3nc(Nc4ccc(-n5ccnc5)cc4)nc4nc[nH]c34)CC2)cc1
(79) O=C(NCCCN1CCOCC1)c1ccc2c(=O)n(-c3cccc(C(F)(F)F)c3)c(=S)[nH]c2c1
(80) O=C(CCCn1c(SCC(=O)NCc2ccco2)nc2cc3c(cc2c1=O)OCO3)NCc1ccc2c(c1)OCO2
(81) O=c1c(-c2ccccc2Cl)c(C(F)(F)F)oc2c(CN3CCCCCC3)c(O)ccc12
(82) CCOC(=O)c1c(NC(=O)C(C)Sc2nnc(CNC(=O)c3ccc([N+](=O)[O-])cc3)n2C)sc2c1CCCCC2 (centres undefined)
(83) CC(=O)Nc1cccc(NC(=O)c2cn(-c3ccc(F)cc3F)c(=O)c3ccccc23)c1

assay / compound,73,74,75,76,77,78,79,80,81,82,83
GPR151 ag,-0.1,0.7,-0.1,0.6,-6.4,1.9,-0.8,1.0,1.8,2.4,0.4
TEAD-YAP block,8,-7,-9,-66,-18,-8,2,-2,-3,-6,8
FBW7 act,-0.1,-0.1,0.2,0.1,0.0,-0.3,-0.4,0.0,0.1,-0.1,0.0
MITF primary,-7,-3,-32,-12,-5,-4,-3,15,-3,-6,-2
